High-throughput results from PubChem.
Jurkat NFkB inh: inhibitors of the PMA/ionomycin-induced NF-kB reporter in Jurkat cells; 0.53% of 330,000 active; inhibition, % at 4 µM; AID 435003; PMA/ionomycin-induced NF-kB luciferase reporter, luminescence
UBC13 inh: human UBC13 polyubiquitination inhibition; UBC13 polyubiquitin chain formation, TR-FRET; inhibition, % at 20 µM; 0.47% of 330,000 active; AID 485273; P61088; in the data active = inhibition above about 45%, passing the limit was not always enough
Target sequence (P61088 whole entry, looked up): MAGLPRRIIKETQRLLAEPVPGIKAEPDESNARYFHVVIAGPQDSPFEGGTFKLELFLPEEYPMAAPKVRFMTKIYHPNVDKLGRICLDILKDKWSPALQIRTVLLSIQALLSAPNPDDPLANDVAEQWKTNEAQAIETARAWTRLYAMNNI
Apaf1 inhib: inhibitors of human Apaf-1 apoptosome. O14727. reconstituted apoptosome caspase-3 activity, DEVD-Rh110 fluorescence. inhibition, % at 20 µM. 0.71% of 330,000 active; active = inhibition of at least 40% at 20 µM;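 note: plate controls were DMSO wells for no effect and DEVD-CHO caspase inhibitor wells for full effect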
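Material: cell-free apoptosome with Apaf-1, procaspase-3 and caspase-9; Buffer or medium: Hepes pH 7.5 with detergent and BSA; Reagent: cytochrome c trigger plus (Z-DEVD)2-Rh110 caspase-3 substrate; Times: compound with Apaf-1, dATP, procaspase-3 30 min, then 50 min reaction, room temperature; Technique: Rh110 fluorescence intensity.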
Gli-Sufu block: antagonists of Gli-Sufu signaling | Sufu-KO-LIGHT fibroblasts, Gli luciferase reporter luminescence | inhibition, % at 5 µM | 0.74% of 340,000 active;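 active = inhibition above about 55%, limit read from the data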;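 note: 0% = DMSO-treated cells and 100% = wells with medium but no cells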
SENP7 inh: inhibitors of human SENP7 protease; Q9BQF6; recombinant SENP7, Z-RLRGG-aminoluciferin luminescence, 40 min; inhibition, % at 5 µM; 1.5% of 330,000 active; AID 434973;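 active = inhibition above about 50% at the single test dose, limit read from the data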;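 note: plate controls were DMSO with enzyme for no effect and no enzyme buffer wells for full effect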
Target sequence (Q9BQF6 706-1050 limits assumed): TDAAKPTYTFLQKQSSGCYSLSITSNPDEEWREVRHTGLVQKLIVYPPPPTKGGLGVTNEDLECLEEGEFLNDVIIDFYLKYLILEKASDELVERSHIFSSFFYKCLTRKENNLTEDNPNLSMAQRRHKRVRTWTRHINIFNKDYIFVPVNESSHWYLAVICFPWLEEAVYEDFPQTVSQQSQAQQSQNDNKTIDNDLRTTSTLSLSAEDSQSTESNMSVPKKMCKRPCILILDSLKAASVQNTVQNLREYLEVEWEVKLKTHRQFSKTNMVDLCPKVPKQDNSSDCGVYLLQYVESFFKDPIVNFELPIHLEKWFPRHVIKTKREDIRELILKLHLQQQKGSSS
HKDC1 inh: HKDC1 (human) hexokinase inhibition; Q2TB90; recombinant HKDC1, G6PDH/diaphorase resazurin coupled fluorescence; inhibition, % at 20 µM; 0.16% of 340,000 active;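 active = inhibition above about 35% when tested at 20 µM, limit read from the data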;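 note: plate controls were DMSO wells with enzyme for no effect and DMSO wells lacking enzyme for full effect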
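Assay system – recombinant HKDC1 (HK5) hexokinase enzyme, produced in-house · Input – HKDC1 at 5 µg/mL · Reagent – glucose plus 1 mM ATP as hexokinase substrates · Timing – 90 min reaction incubation at room temperature, dark · Measured by – G6PDH/diaphorase-coupled fluorescence, 1 mM NADP, 100 µM resazurin, 525/613 nm · Benchmarks – DMSO-enzyme wells negative, buffer-substituted wells positive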
697 NFkB inh: lowers PMA/ionomycin-induced NF-kB signal in 697 B cells. 697 B-cell NF-kB luciferase reporter, 16 h. inhibition, % at 4 µM. 0.33% of 330,000 active. AID 435022; in the data active = inhibition above about 35%
SENP8 inh: SENP8 protease inhibition | purified SENP8, Z-RLRGG-aminoluciferin cleavage, luminescence | AID 2540 | Q96LD8 | inhibition, % at 10 µM | 1.2% of 330,000 active
Target sequence (Q96LD8 whole entry, looked up): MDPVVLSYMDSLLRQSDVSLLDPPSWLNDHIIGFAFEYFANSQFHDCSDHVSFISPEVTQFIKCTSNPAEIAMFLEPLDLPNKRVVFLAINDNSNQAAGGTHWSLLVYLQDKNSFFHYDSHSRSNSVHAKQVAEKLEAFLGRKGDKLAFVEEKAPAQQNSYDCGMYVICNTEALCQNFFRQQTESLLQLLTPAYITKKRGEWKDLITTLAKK
Active calls of the source: *; & = joins results of further samples. Cut-off read from the data, not from the text of the source, unless noted: active = inhibition above about 50%; inactive = the rest.

Start of the listing, in advance, five compounds:
Screens in order – Jurkat NFkB inh	UBC13 inh	Apaf1 inhib	Gli-Sufu block	SENP7 inh	HKDC1 inh	697 NFkB inh	SENP8 inh
Cc1ccc(-c2cc(C(=O)OC3CCOC3=O)c3ccccc3n2)c(C)c1 (centres undefined)
  -8	6	7	2	-4	5	12	-2
N/C(=N\OC(=O)CCc1ccccc1)c1ccccc1Cl
  -31	3	-5	-30	-7	-5	-36	-5
O=c1[nH]c(=S)[nH]c2nc(-c3cccs3)cc(C(F)(F)F)c12
  13	-8	2	9	2	4	6	0
O=C1NC(c2ccccc2)=C(c2nc3ccccc3s2)C(c2ccc(O)cc2)N1 (centres undefined)
  -5	16	3	-9	3	7	-20	-8
O=C(N/N=C/C=C/c1ccccc1)c1cc(C2CC2)[nH]n1
  0	-12	-7	2	9	-6	-4	9

The list itself, repeating the preview:
Screens in order – Jurkat NFkB inh	UBC13 inh	Apaf1 inhib	Gli-Sufu block	SENP7 inh	HKDC1 inh	697 NFkB inh	SENP8 inh
Cc1ccc(-c2cc(C(=O)OC3CCOC3=O)c3ccccc3n2)c(C)c1 (centres undefined)
  -8	6	7	2	-4	5	12	-2
N/C(=N\OC(=O)CCc1ccccc1)c1ccccc1Cl
  -31	3	-5	-30	-7	-5	-36	-5
O=c1[nH]c(=S)[nH]c2nc(-c3cccs3)cc(C(F)(F)F)c12
  13	-8	2	9	2	4	6	0
O=C1NC(c2ccccc2)=C(c2nc3ccccc3s2)C(c2ccc(O)cc2)N1 (centres undefined)
  -5	16	3	-9	3	7	-20	-8
O=C(N/N=C/C=C/c1ccccc1)c1cc(C2CC2)[nH]n1
  0	-12	-7	2	9	-6	-4	9
CCN(CC)c1ccc(NC(=O)c2ccc(=O)[nH]c2)cc1S(=O)(=O)Nc1ccccc1OC
  50	-7	11	-5	1	0	-8	-1
CSc1cccc(CNC(=O)C2CCC(=O)N(CCCN3CCCC3=O)C2)c1 (centres undefined)
  -3	14	-3	-5	-10	3	-8	-9
O=C(Cc1ccccc1)NCC(=O)OC(c1ccccc1)c1ccccc1
  3	12	7	-8	-4	-9	-8	3
O=C(COc1ccc2c3c(c(=O)oc2c1)CCC3)Nc1ccccn1
  -35	8	-12	-56	89*	0	-5	38
CC(C)n1cnc2cc(NCc3ccco3)ccc21
  -9	-6	0	-34	-7	-4	-2	-13
O=C(Nc1ccc(S(=O)(=O)Nc2nccs2)cc1)c1cc(-c2ccccc2Cl)nc2ccccc12
  -4	-12	25	-1	3	2	3	-4
Cc1ccc(CNC(=O)c2cc(COc3c(F)cccc3F)on2)s1
  4	-14	10	-4	-2	-5	-13	-12
COc1ccc(/C=N/n2c(-c3n[nH]c4c3CCC4)n[nH]c2=S)cc1
  23	-6	-19	-3	-6	-2	13	5
CCN(CC)S(=O)(=O)c1cccc(C(=O)N[C@H](C(=O)OCC(=O)Nc2ccccc2)C(C)C)c1
  -7	6	20	-4	3	-3	-31	2
CCOc1ccccc1OCCCC(=O)Nc1nc2ccccc2[nH]1
  -30	10	-7	9	12	-4	16	-2
CC(C)Sc1nnc(Cn2c(=O)sc3ccccc32)n1-c1ccccc1
  -4	6	7	-4	-3	-7	-8	3
CSc1ncccc1C(=O)OCC(=O)c1ccc(S(=O)(=O)N2CCCCC2)cc1
  4	3	13	-10	-2	-1	20	-15
CCCCOc1ccc(C(=O)N2CCC(C)CC2)cc1
  -9	-1	14	8	3	1	6	-1
CCN(CC)CC(=O)Nc1sc(C)cc1C(=O)c1ccc(C)cc1
  -7	-2	20	-17	2	10	0	-4
CCCCNC(=O)CSc1nnc(-c2cccc(S(=O)(=O)N3CCOCC3)c2)o1
  1	8	-15	3	1	-4	20	0
CN1CCN(NC(=O)c2cccc(Br)c2)CC1
  4	-10	0	4	12	13	-23	-7
CCN(CC(=O)Nc1ccc(OC)cc1)C(=O)c1cc(S(=O)(=O)N(C)C)ccc1N1CCCC1
  -12	-5	1	7	-18	-1	26	-12
COc1cc(OC)cc(-c2nnc(SCc3cccc(C(=O)O)c3)o2)c1
  11	23	-16	4	2	-2	2	2
CCCc1cc(=O)[nH]c(SCC(=O)NCc2ccc3c(c2)OCO3)n1
  -5	5	10	11	-3	-5	5	1
CC(C)Cn1c(=O)c(CCC(=O)Nc2ccc(N3CCOCC3)cc2)nc2cc(Cl)ccc21
  -15	-8	9	41	3	1	0	-1
COc1ncnc2c1N[C@@](C)(O)c1c(F)c(F)c(F)c(F)c1S2
  -10	-2	3	-2	-2	0	-2	-12
O=c1c(C(c2nnnn2C2CCCCC2)N2CCCCC2)coc2ccc(Cl)cc12 (centres undefined)
  2	9	16	7	-5	-4	11	4
COCCCNC(=O)CCc1ccc(S(=O)(=O)Nc2ccc(C)cc2)cc1
  7	-4	-12	3	-6	-3	5	-8
Cc1ccc(NC(=O)C2CCCN2C(=O)OC(C)(C)C)cc1C (centres undefined)
  1	1	-12	8	4	-6	19	2
Cc1c(/C=N/Nc2nc3ccccc3[nH]2)c2ccccc2n1C
  -15	-9	43*	0	-8	-12	-71	-18
CCCCc1nnc(SCC(=O)Nc2nccs2)n1CC
  3	7	-8	4	-3	-6	0	7
O=C(CSc1ncn[nH]1)NCCc1ccc(Cl)cc1
  13	-5	-8	12	-5	-3	3	2
Cc1ccc(S(=O)(=O)N2CCCOC2CNC(=O)C(=O)NCc2ccncc2)cc1 (centres undefined)
  12	-4	9	-10	0	-2	-21	-5
CCn1nc(C)c(Br)c1C(=O)Sc1ccccc1Cl
  5	1	0	5	3	9	-1	5
COc1ccccc1N1CCN(Cc2ccc(O)c3ncccc23)CC1
  31	12	-20	76*	-2	-7	-3	5
CC(C)(C)OC(=O)[C@H](Cc1ccccc1)NC(=O)c1[nH]cnc1C(=O)Nc1ccc(Cl)cc1
  13	-22	24	-12	-4	0	-13	-5
CCCCN1CNC(=S)N(c2ccccc2OCC)C1
  11	-4	-2	-2	-9	9	-8	-14
Cc1nc(NC(=O)CN2CCOCC2)sc1-c1ccccc1
  -43	3	9	-31	-4	-1	-30	-9
COCCn1c(CN2CCN(C(=O)c3ccco3)CC2)nc2c1c(=O)n(C)c(=O)n2C
  -9	3	-1	-12	-20	-4	-11	-4
COC(=O)c1ccc(OCCn2cnc3ccccc3c2=O)cc1
  -34	13	-17	-3	8	0	-13	-9
CC1Cc2ccccc2N1C(=O)CNc1ccccc1N1CCCCC1 (centres undefined)
  -1	8	3	7	0	6	21	-2
O=C(NNC(=O)c1ccc(-c2ccccc2)cc1)c1ccccc1
  -15	4	-6	-25	62*	-5	-15	30
Cc1nc2ccccc2c(=O)n1CCc1ccc(O)cc1
  -17	8	-2	24	-3	-1	0	0
C[C@@H]1C[C@H]2[C@@H]3CCC4=CC(=O)C=C[C@]4(C)[C@@]3(F)[C@@H](O)C[C@]2(C)[C@@]1(O)C(=O)CO
  6&14	-8&-5	8&-13	12&9	-9&3	-4&-1	4&23	0&1
COc1ccc(N2CCN(CC(O)COCc3ccccc3)CC2)cc1 (centres undefined)
  12	-2	-24	-5	11	-1	7	3
CN1CCN(C(=O)CCC(=O)NCc2ccc(F)cc2)CC1
  13	1	-16	0	-2	-7	7	-5
COCCNC(=O)CN(C(=O)Cn1nnc2ccccc21)c1ccccc1C
  -2	0	-1	3	-3	1	-12	-3
C=CCn1c(Cc2ccc(OC)cc2)nnc1SCc1nc2ccccc2c(=O)[nH]1
  -2	4	0	3	0	-3	20	5
COc1cccc(/C=N/Nc2snc(SC)c2C#N)c1O
  -35	4	-9	-1	96*	5	-97	96*
CN(Cc1c(C(=O)N/N=C/c2ccc(O)cc2)nnn1-c1nonc1N)c1ccccc1
  -4	-12	3	40	5	0	-14	-2

More entries follow.
Screens in order – Jurkat NFkB inh	UBC13 inh	Apaf1 inhib	Gli-Sufu block	SENP7 inh	HKDC1 inh	697 NFkB inh	SENP8 inh
O=c1oc2ccccc2c(N2CCCCC2)c1CN1CCCC1
  -14	-4	-8	11	-5	2	-4	27
CC1=CCCC(C)(C)C1/C=C/C(C)=N/NC(=O)c1ccncc1 (centres undefined)
  -2	-16	-6	-4	0	-5	1	3
CCN(CC(=O)Nc1ccc(NC(C)=O)cc1)C(=O)c1ccc(=O)n(C)n1
  3	2	18	1	2	0	15	-1
Cc1cc(NC(=O)CCN2C(=O)C3C4CCC(C4)C3C2=O)c(C)cc1Br (centres undefined)
  4	2	1	-2	4	-4	18	9
COc1ccc(-c2nnnn2C)cc1S(=O)(=O)Nc1ccc(C)cc1C
  10	0	-8	0	-4	-3	24	2
Cc1noc(C)c1COC(=O)C1CC(O)CN1S(=O)(=O)c1ccc(Cl)cc1 (centres undefined)
  -27	-2	7	7	-3	-1	-10	-8
CCCCn1c(SCC(=O)NNC(=O)c2ccccc2)n[nH]c1=O
  -1	-7	2	-2	0	-3	1	4
COc1ccc2c(c1OC)C(=O)N(c1cccc(C)c1)C2=O
  -10	-5	-4	2	-9	-3	-18	-17
COc1ccccc1CNC(=O)[C@H](C)NC(=O)C1CCN(C(=O)[C@@H]2CCCN2C(=O)OC(C)(C)C)CC1
  0	0	-5	16	-1	-2	-13	8
CC(C)NC(=O)c1onc(CSc2ccccn2)c1C(=O)NC(C)C
  -3	5	0	0	2	-6	16	-5
COC(=O)C1=C(C)N(C)C(=S)NC1c1cc(OC)ccc1OC (centres undefined)
  -6	4	3	-7	4	1	-2	4
CCC1COCCS(=O)(=O)N1Cc1ccccc1F (centres undefined)
  3	5	2	-2	-5	2	-13	-6
FC(F)(F)c1cccc(Cc2noc(CN3C[C@@H]4CCC[C@H]3C4)n2)c1
  6	5	1	3	-7	-4	7	-3
O=C(NCCNc1ccc([N+](=O)[O-])cc1Cl)c1ccccc1F
  4	-17	9	16	-4	2	0	-5
Cn1cccc1C(=O)c1cccc([N+](=O)[O-])c1
  2	0	2	-2	4	9	4	-5
Cc1c(NP(=O)(c2ccc(Br)cc2)c2ccc(Br)cc2)c(=O)n(-c2ccccc2)n1C
  12	-7	2	-2	6	2	17	4
CN(c1ccccc1)S(=O)(=O)c1cc(C(=O)N2CCN(c3ncccn3)CC2)ccc1Cl
  -12	6	16	-5	-4	6	-143	2
COC(=O)c1c(NC(=O)C(=O)NCCCN2CCOCC2)sc2c1CCCC2
  -10	10	13	8	10	5	-3	-7
CC(=O)NC(CC(=O)Nc1cccc(S(=O)(=O)N2CCCCC2)c1)c1ccccc1 (centres undefined)
  18	-1	-1	-2	6	-3	5	-8
CCCN(CC1CCCO1)C(=O)c1cc(COc2cccc(OC)c2)on1 (centres undefined)
  -4	-2	0	-3	14	-1	-22	-13
Cc1ccc(N(CC(=O)Nc2ccccc2-c2ccccc2)S(=O)(=O)c2ccccc2)c(C)c1
  -10	-2	13	3	10	-6	-2	7
O=C1[C@H]2[C@@H](/C=C/c3ccccc3)N3C(=O)CN(CCO)C(=O)[C@@]3(Cc3ccccc3)[C@H]2C(=O)N1c1ccccc1
  5	-5	-1	2	-10	-3	-5	3
O=c1c2ccccc2nc2n1C1(CCCCC1)Cc1ccccc1-2
  6	5	-7	10	3	-1	-5	-1
Cc1ccc(CN2CC(=O)N3[C@H]4c5cc(C)ccc5OC[C@@H]4[C@H](c4ccccc4)[C@]3(C)C2=O)cc1
  -18	-9	27	8	-11	7	4	-11
COc1ccccc1CNC(=O)C1CCCC1
  5	4	2	-1	2	-3	13	-3
COc1ccccc1-n1c(SCc2cc(=O)oc3cc(O)ccc23)nc2ccccc2c1=O
  14	9	-11	7	-6	5	-3	-3
CCCOc1ccc(C(=O)NNC(=S)NC(=O)c2ccco2)cc1
  -10	-21	-2	4	6	-10	2	6
CCOc1ccc(CCNC(=O)c2ccc3ccccc3n2)cc1OCC
  -1	-4	15	5	-4	17	-31	-7
